Screens (PubChem)
PKM2 act: increases activity of human pyruvate kinase M2; P14618; purified PKM2, Kinase-Glo ATP luminescence, activation; response scale: 0% is enzyme alone, no compound; Potency, µM (top dose mostly 57.5 µM), for the others: at the top dose activation, actives largely listed as activators; 260,000 tested, 0.34% active; also: potency is read from the fitted curve at half-maximal effect; % is scaled to controls: 0 for no effect and ±100 for the full control effect; nearly all actives have a fitted effect of over 55% in size
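ATP formation by purified human PK-M2, quantified via coupled luciferase luminescence after 1 h at room temperature with 0.1 mM ADP and 0.5 mM PEP final.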
BRCA1 expr act: BRCA1 expression activation; MCF7-BRCA1-FFLuc reporter, luminescence, 48 h; response scale: scaled: vehicle 0%, 10 µM genistein 100%; Potency, µM (doses to about 46.1 µM), for the others: at the highest dose activation, most hits filed as activators; 380,000 tested, 1.1% active; also: potency is read from the fitted curve at half-maximal effect; nearly all actives have a fitted effect of over 80% in size; some results filed as inactive show a strong effect at the top dose
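Luminescence from a BRCA1-driven firefly luciferase in MCF7 cells was read after 48 h compound exposure at 37 C. Data normalized against DMSO and a 10microM genistein activation control, then curve-fitted across the titration.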
Menin MLL FP TR: displaces Texas Red mutant MLL peptide from human menin; O00255; Menin + Texas Red MLL mutant peptide, fluorescence polarization; Potency, µM (highest dose often 61.6 µM), for the others: at the top dose FP activity change, negative = inhibition, usual class: inhibitors; 270,000 tested, 0.23% active; AID 1768; active = well fitted inhibition curve with a large enough effect in the polarisation, with a control signal flat, not every such curve was filed as active; inconclusive = small, poorly fitted or top-dose-only effect, or effect the other way, or a change in a side signal; inactive = no such curve, though single readings can be large or run the other way; the % refers to the polarisation; also: potency is read from the fitted curve at half-maximal effect; % of control where 0% means no effect; many of its hits are not listed in these tables
NPC1 prom act: activates the NPC1 promoter; 320,000 tested, 2.4% active; Potency, µM (highest dose often 9.22 µM), inactives show top-dose activation, actives largely listed as activators; AID 485313; Huh7 NPC1 promoter luciferase reporter, 24 h;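 also: potency is read from the fitted curve at half-maximal effect; % of control where 0% means no effect; nearly all actives have a fitted effect of over 60% in size; reporter is driven by a mutant NPC1 promoter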
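Stable NPC1-promoter luciferase Huh7 line; cpd (DMSO) 24 h, 37 °C, 5% CO2; Amplite luciferase reagent 10 min RT; luminescence readout. qHTS format.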
ELG1 genotox: genotoxicity induction in ELG1-luciferase HEK293T cells | HEK293T ELG1-luciferase reporter, luminescence, 16 h | Potency, µM (doses to about 46 µM), without a hit: at the highest dose activity change, positive = activation, actives largely listed as activators | 330,000 tested, 1.3% active | AID 504466; also: potency is read from the fitted curve at half-maximal effect; % of control where 0% means no effect; nearly all actives have a fitted effect of over 60% in size
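ELG1-luciferase HEK293T cells, 2,000/well; compound pinned in; 16 hr, 37 °C, 5% CO2; ONE-Glo, 30 min RT; luminescence on CCD imager.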
VP16 counter: Gal4-VP16 reporter inhibition counter-screen; Drosophila S2 Gal4-VP16 UAS-luciferase, luminescence, 20 h; 310,000 tested, 3.5% active; Potency, µM (series often up to 53.6 µM), without a hit: top-dose activity, negative = inhibition, actives largely listed as inhibitors;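 also: Gal4-VP16 expression switched on by copper sulfate through the metallothionein promoter; potency is read from the fitted curve at half-maximal effect; % is scaled to controls: 0 for no effect and ±100 for the full control effect; nearly all actives have a fitted effect of over 50% in size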
Giardia killer: kills Giardia lamblia | Giardia lamblia trophozoite viability | activity change, % at 7.66 µM, hits read low | 340,000 tested, 0.15% active; in the data active = activity change below about -80%; inconclusive = between about -30% and that limit;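 also: parasites exposed to compound for two days anaerobically before the ATP read; % is scaled to controls: 0 for no effect and ±100 for the full control effect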
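Killing of trophozoites was scored by loss of ATP luminescence after a 48 hrs anaerobic exposure to compounds at 37 deg C, using 100 cells per well.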
p53 reactivation: re-activators of mutant p53 | H1299 p53-A138V BP100-luciferase reporter, luminescence, 24 h | Potency, µM (highest dose often 92.2 µM), inactives show at the top dose activity change, positive = activation, actives largely listed as activators | 320,000 tested, 0.063% active | AID 504706; also: potency is read from the fitted curve at half-maximal effect; % of control where 0% means no effect; nearly all actives have a fitted effect of over 45% in size
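p53-null H1299 cells stably carrying temperature-sensitive p53-A138V and a BP100-luciferase reporter were pinned with compounds (4-point, 1:5 series) and held 24 hrs at 37 deg C. Luminescence was read 10 min after detection reagent.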
FLuc modulator: inhibits or activates purified firefly luciferase, miR-21 counter-screen. purified FLuc, Km substrates, luminescence inhibition. Potency, µM (doses to about 57.5 µM), for inactives: top-dose activity change, negative = inhibition, most hits filed as inhibitors. 360,000 tested, 6.9% active. P08659. AID 588342;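 also: potency is read from the fitted curve at half-maximal effect; plate controls were vehicle for no effect and reference inhibitor for full effect; nearly all actives have a fitted effect of over 55% in size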
Target sequence (P08659 whole entry, looked up): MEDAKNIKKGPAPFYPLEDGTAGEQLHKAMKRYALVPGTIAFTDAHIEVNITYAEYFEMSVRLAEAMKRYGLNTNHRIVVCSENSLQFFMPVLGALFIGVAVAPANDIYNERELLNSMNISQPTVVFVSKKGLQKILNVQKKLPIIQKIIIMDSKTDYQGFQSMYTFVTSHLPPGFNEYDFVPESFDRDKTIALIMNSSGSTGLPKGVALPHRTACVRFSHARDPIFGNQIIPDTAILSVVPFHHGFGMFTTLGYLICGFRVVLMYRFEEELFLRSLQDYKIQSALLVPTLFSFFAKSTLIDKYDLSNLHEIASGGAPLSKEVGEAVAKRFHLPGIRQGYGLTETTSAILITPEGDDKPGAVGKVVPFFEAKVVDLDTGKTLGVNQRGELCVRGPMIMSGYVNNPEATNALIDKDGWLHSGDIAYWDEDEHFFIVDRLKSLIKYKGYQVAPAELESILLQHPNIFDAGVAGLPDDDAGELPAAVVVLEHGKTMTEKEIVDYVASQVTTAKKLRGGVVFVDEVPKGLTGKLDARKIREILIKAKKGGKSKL
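Purified P. pyralis luciferase, 10 nM final, with Km-level 10 uM D-luciferin and 10 uM ATP in 50 mM Tris acetate pH 7.5, 10 mM Mg acetate, 0.01% Tween-20, 0.05% BSA; 6-point qHTS titration about 60 µM downward; luminescence read.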
RORgamma inh: inhibitors of mouse ROR gamma transcriptional activity; P51450; Drosophila S2 Gal4-RORgamma UAS-luciferase reporter, 20 h; Potency, µM (series often up to 53.6 µM), inactives show top-dose activity change, negative = inhibition, actives largely listed as inhibitors; 310,000 tested, 5.4% active; also: potency is read from the fitted curve at half-maximal effect; % is scaled to controls: 0 for no effect and ±100 for the full control effect; nearly all actives have a fitted effect of over 60% in size
Target sequence (P51450 whole entry, looked up, the tested form may be a part): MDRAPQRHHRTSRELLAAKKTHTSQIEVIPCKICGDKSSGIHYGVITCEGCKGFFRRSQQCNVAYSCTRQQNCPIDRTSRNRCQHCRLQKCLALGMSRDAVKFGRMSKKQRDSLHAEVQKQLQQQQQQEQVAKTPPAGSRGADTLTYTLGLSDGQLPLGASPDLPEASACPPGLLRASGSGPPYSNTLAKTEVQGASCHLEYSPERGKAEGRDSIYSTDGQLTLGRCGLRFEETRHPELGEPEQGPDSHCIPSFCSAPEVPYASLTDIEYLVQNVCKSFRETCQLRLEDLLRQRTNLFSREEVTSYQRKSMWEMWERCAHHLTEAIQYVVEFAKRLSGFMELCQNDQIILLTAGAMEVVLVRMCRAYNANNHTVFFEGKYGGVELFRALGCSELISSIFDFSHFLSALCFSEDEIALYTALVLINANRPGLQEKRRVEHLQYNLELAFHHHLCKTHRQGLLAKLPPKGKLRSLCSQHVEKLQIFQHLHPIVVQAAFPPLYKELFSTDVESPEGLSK
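Using a luciferase readout, inhibitors were identified by reduced reporter activity in Drosophila cells coexpressing a copper-inducible Gal4–ROR gamma fusion and UAS-driven Photinus luciferase, incubated 20 hr after 700 uM copper sulfate.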
Rab9 promoter act: Rab9 promoter activation | Huh7 Rab9 promoter-luciferase reporter, luminescence, 24 h | Potency, µM (titrated, usually from 9.22 µM), without a hit: at the highest dose activation, negative = inhibition, most hits filed as activators | AID 485297 | 320,000 tested, 2.8% active; also: potency is read from the fitted curve at half-maximal effect; % of control where 0% means no effect; nearly all actives have a fitted effect of over 60% in size
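Luciferase signal after 10 min detection reagent at ambient indicates Rab9 promoter upregulation; stably transfected Huh7 cells were treated 24 h with compound in DMSO at 37 °C, 5% CO2.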
An asterisk follows results filed as active; u = inconclusive; x = not tested or not shown; & = joins results of further samples; [ ] = dose if it differs, or a comment. Unless noted, calls follow the shape of the dose curve; as a rule, active = well fitted curve in the direction sought with a large enough effect; inconclusive = small, poorly fitted or top-dose-only effect, or another doubt; inactive = no such curve, though single readings can be large; an effect the other way counts as inactive or inconclusive.

structure,PKM2 act,BRCA1 expr act,Menin MLL FP TR,NPC1 prom act,ELG1 genotox,VP16 counter,Giardia killer,p53 reactivation,FLuc modulator,RORgamma inh,Rab9 promoter act
COc1ccc(C2=NOC(C(=O)Nc3c(C)n(C)n(-c4ccccc4)c3=O)C2)cc1 (centres undefined),-2%,-1%,-1%,0%,4%,-7%,19,-5%,1%,19%,3%
O=Cc1c(NCc2ccc(Cl)cc2)c2ccccc2[nH]c1=O,-2%[11.5 µM],-4%,7%,2%,0%,-11%,-17,x,7%,30%,5%
Cc1onc(-c2c(F)cccc2Cl)c1C(=O)Nc1cccc(S(=O)(=O)NCc2ccco2)c1,0%,-33%,17%,0%,-18%,3%,-7,1%,0%,10%,-5%
O=C(NCc1ccc(F)cc1)C(=O)NCC1OCCCN1S(=O)(=O)c1cccs1 (centres undefined),1%,20%,6%,-2%,-1%,4%,-20,-5%,1%,14%,11%
Cc1ccc(NS(=O)(=O)c2cccc(C(=O)NNC(=O)c3ccco3)c2)c(C)c1,x,-20%,x,2%,0%,x,-18,2%,3%,x,1%
CCOc1ccc(C2N(c3ccc(OC)cc3)C(=O)C3CCCN32)cc1OC (centres undefined),-2%,9%,0%,-3%,4%,11%,3,5%,3%,18%,-4%
O=C(Nc1ccccc1N1CCOCC1)c1ccc(Cl)c(S(=O)(=O)N2CCCC2)c1,x,-7%,x,1%,-2%,x,-4,0%,-8%,x,4%
COc1cc(Cl)c(C)cc1NC(=O)CSc1ccc(C)cc1,0%,-3%,-24%,-2%,-3%,-4%,-9,1%,3%,0%,-2%
CCN(CC)S(=O)(=O)c1cccc(C(=O)N[C@@H](C)c2nc3ccccc3[nH]2)c1,0%,x,8%,-7%,0%,8%,x,1%,7%,2%,-2%
O=C(NCCc1c[nH]c2ccccc12)C(=O)NCC1CCCO1 (centres undefined),-3%,0%,13%,-2%,3%,-10%,26,2%,0%,27%,10%
CN1/C(=C\C(=O)Nc2ccc(Br)cc2)C(C)(C)c2ccccc21,0%,-16%,u,3%,-1%,-18%,22,6%,-1%,8%,-1%
Cc1ccccc1NC(=O)Cn1c([N+](=O)[O-])cnc1C,-7%,13%,-1%,-3%,4%,-6%,7,-7%,3%,1%[10 µM],-11%
CCOc1[nH]n(-c2ccc(Cl)cc2)c(=O)c1C=NCC(=O)OC,1%,-6%,9%,-3%,1%,2%,19,2%,-8%,-35%,0%
CC1(C)SC(=S)N(/N=C/c2ccccc2)C1N(O)C(=O)Nc1ccc([N+](=O)[O-])cc1 (centres undefined),1%,-48%,u,-2%,-12%,3.5µM*,-10,0%,3%,u,8%
O=C(NC1CCCCCC1)c1cccc(COCC(F)(F)F)c1,-1%,24%,8%,10%,0%,3%,-3,10%,-18%,u,4%
O=c1c2ccccc2nnn1CSc1nnc(C2COc3ccccc3O2)n1-c1ccccc1 (centres undefined),-1%,1%,0%,1%,-13%,3%,0,-1%,2%,39%,4%
Nc1c(-c2cccc(Cl)c2)cnc2c(-c3ccccc3)cnn12,x,u,u,1.3µM*,u,-6%,-8,22%,4.3µM*,-23%,u
CC(C)c1ccc(OCC(O)CN2CCN(c3ccccc3)CC2)cc1 (centres undefined),-1%,-51%&5%,16%,1%,5%,-19%,-15&-5,-1%,4%,-38%,1%
CSCCC(NS(=O)(=O)c1ccccc1F)C(=O)N1CC=C(c2ccccc2)CC1 (centres undefined),1%,-27%,x,-1%,-16%,0%,10,-17%,-2%,15%,2%
c1ccc(CCc2nn3c(Cc4ccccc4)nnc3s2)cc1,5%,31%,-15%,1%,2%,u,1,-6%,0%,29%,2%

Among those listed so far, these have two or more sulfur atoms:
structure,PKM2 act,BRCA1 expr act,Menin MLL FP TR,NPC1 prom act,ELG1 genotox,VP16 counter,Giardia killer,p53 reactivation,FLuc modulator,RORgamma inh,Rab9 promoter act
O=C(NCc1ccc(F)cc1)C(=O)NCC1OCCCN1S(=O)(=O)c1cccs1 (centres undefined),1%,20%,6%,-2%,-1%,4%,-20,-5%,1%,14%,11%
CC1(C)SC(=S)N(/N=C/c2ccccc2)C1N(O)C(=O)Nc1ccc([N+](=O)[O-])cc1 (centres undefined),1%,-48%,u,-2%,-12%,3.5µM*,-10,0%,3%,u,8%
CSCCC(NS(=O)(=O)c1ccccc1F)C(=O)N1CC=C(c2ccccc2)CC1 (centres undefined),1%,-27%,x,-1%,-16%,0%,10,-17%,-2%,15%,2%

(cont.)
structure,PKM2 act,BRCA1 expr act,Menin MLL FP TR,NPC1 prom act,ELG1 genotox,VP16 counter,Giardia killer,p53 reactivation,FLuc modulator,RORgamma inh,Rab9 promoter act
CN(c1ccccc1)S(=O)(=O)c1ccc(Cl)c(C(=O)NCC(c2ccco2)N2CCCC2)c1 (centres undefined),x,4%,x,-1%,-3%,x,9,-2%,4%,x,3%
CCCOC(=O)CSc1nnc(-c2ccccc2Cl)o1,1%,-4%,1%,11%,2%,-17%,-5,-1%,u,-22%,-2%
O=C(c1ccccc1C(F)(F)F)N1CCN(S(=O)(=O)c2ccccc2)CC1,-3%,8%,-11%,-2%,-6%,-5%,11,1%,2%,10%,4%
CC1(C)CC(/C=C/c2ccccc2)=Nc2ccccc2N1,-9%,81%,x,u,15%,-15%,-13,u,4.3µM*,-37%,u
Cc1c(NC(=S)NC(=O)c2ccc(Br)o2)c(=O)n(-c2ccccc2)n1C,4%,-5%,8%,-2%,1%,3%,-2,5%,1%,2%,-2%
COc1ccc(OC)c(C(=O)CSc2nnc(-c3ccc(OC)c(OC)c3)o2)c1,-5%,x,-16%,6%,4%,3%,x,-10%,5%,17%,1%
CC(C)C(NC(=O)c1ccccc1F)C(=O)NCc1ccc(F)cc1 (centres undefined),1%,-7%,u,-5%,-1%,4%,-9,2%,1%,0%,0%
Cc1ccc(NC(=O)C(C)c2cccc(C(=O)c3ccccc3)c2)cc1 (centres undefined),1%,-2%,51%[activator],2%,-2%,7.1µM*,3,u,u,u,-5%
CC(C)(C)C(=O)/C=C/Nc1ccccc1O,-4%,-39%,-4%,5%,5%,7%,6,u,u,-6%,1%
COCCCNC(=O)c1ccccc1C(F)(F)F,-6%,-8%,x,0%,0%,-4%,-8,-5%,-2%,13%,-1%
O=C(c1ccc(N2CCN(C(=O)c3ccccc3)CC2)cc1)c1cccc(F)c1,3%,-61%,-1%,2%,-20%,u,-2,-3%,4%,u,0%
COC(=O)C(CC(C)C)NC(=O)/C=C/c1ccccc1Cl (centres undefined),-5%,-22%,3%,-1%,-1%,-4%,4,0%,u,-3%,2%
O=C(NNS(=O)(=O)c1ccc(F)cc1)c1cnn(-c2ccccc2)c1C(F)(F)F,3%,-4%,x,-1%,-2%,13µM*,3,-5%,6%,u,-3%
COc1ccc(N2CCN(C(=S)Nc3ccc(S(N)(=O)=O)cc3)CC2)cc1,-1%,0%,-20%,-4%,-5%,7%,2,1%,1%,u,-11%
CC1=C(C(=O)OC(C)C)C(c2ccc(C)o2)NC(=O)N1 (centres undefined),-6%,6%,1%,0%,-2%,-2%,5,-4%,6%,4%,1%
C#Cc1ccc([C@@H]2C=C(C(=O)N3CCN(Cc4ccccc4)CC3)O[C@H](OCC)[C@H]2CCCO)cc1,-2%,-52%,u,-2%,-10%,2%,16,-3%,0%,u,0%
COc1ccccc1N1CCNC(C)C1=O (centres undefined),-3%,23%,13%,-4%,2%,5%,-13,18%,0%,8%,-9%
O=C(Oc1cccnc1)c1ccc(Cl)c(Cl)c1,9%,3%,16%,-1%,0%,u,8,-7%,u,u,0%
O=C(COC(=O)c1cc(=O)c2ccccc2o1)NC1CCCCC1,3%,-18%,8%,-2%,2%,-8%,-15,1%,-2%,1%,-5%

Reformatted with values under each structure: entries from further up
Each structure is followed by: PKM2 act	BRCA1 expr act	Menin MLL FP TR	NPC1 prom act	ELG1 genotox	VP16 counter	Giardia killer	p53 reactivation	FLuc modulator	RORgamma inh	Rab9 promoter act
CC1=C(C(=O)OC(C)C)C(c2ccc(C)o2)NC(=O)N1 (centres undefined)
 : -6%	6%	1%	0%	-2%	-2%	5	-4%	6%	4%	1%
C#Cc1ccc([C@@H]2C=C(C(=O)N3CCN(Cc4ccccc4)CC3)O[C@H](OCC)[C@H]2CCCO)cc1
 : -2%	-52%	u	-2%	-10%	2%	16	-3%	0%	u	0%

An excerpt. The share of hits here may be higher or lower than overall.
